Bioassay records as filed in PubChem BioAssay.
Polio RdRp inh: inhibitors of poliovirus RNA polymerase binding and polymerization. P03300. poliovirus polymerase elongation, fluorescence polarization; active compounds read low. % elongation, % (compound at 16.7 µg/mL). 150,000 tested, 0.66% active. AID 588519; in the data active = % elongation below about 90%; also: some results filed as inactive read as strong as hits
Target sequence (P03300 1749-2209 limits assumed): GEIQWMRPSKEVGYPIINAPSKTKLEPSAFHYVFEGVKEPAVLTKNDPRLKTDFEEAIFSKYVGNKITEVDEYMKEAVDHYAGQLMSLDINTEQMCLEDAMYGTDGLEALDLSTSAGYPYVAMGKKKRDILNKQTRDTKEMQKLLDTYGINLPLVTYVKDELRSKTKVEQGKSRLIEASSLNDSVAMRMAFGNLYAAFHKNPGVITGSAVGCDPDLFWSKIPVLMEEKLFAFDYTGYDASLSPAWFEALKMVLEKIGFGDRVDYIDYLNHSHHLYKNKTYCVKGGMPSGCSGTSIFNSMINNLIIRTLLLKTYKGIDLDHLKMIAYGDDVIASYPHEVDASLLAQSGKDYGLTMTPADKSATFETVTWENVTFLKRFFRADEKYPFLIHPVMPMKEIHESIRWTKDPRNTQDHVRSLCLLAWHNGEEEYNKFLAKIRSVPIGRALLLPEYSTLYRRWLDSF
Polio RdRp inh FP z-score: also measured in Polio RdRp inh; calls as there; z-score; measured here: FP z-score; hits read low
An asterisk follows results filed as active. The list is partial. The share of hits here may be higher or lower than overall.

Each structure is followed by: Polio RdRp inh, Polio RdRp inh FP z-score
CCN(CC)C(=O)c1sc2c(c1C)c(=O)n(-c1ccc(C)c(C)c1)c(=O)n2Cc1cc(=O)n2ccccc2n1
    106, 0
CCOC(=O)N1CCN(C(=O)c2cccc(NC3=NC4CS(=O)(=O)CC4S3)c2)CC1 (configuration not stated)
    102, 0.6
Cc1ccc(NC(=O)c2oc3ccc(S(=O)(=O)N4CCCC4)cc3c2C)cc1C
    100, -0.5
Cc1cccc(-c2cc(NC(=O)COc3ccccc3F)n(-c3ccccc3)n2)c1
    111, 0.8
O=C(CN1Cc2ccccc2C1=O)N1CC=C(c2ccccc2)CC1
    99, -1
CC1(C)COC(c2cccn2Cc2ccc(F)cc2Cl)=N1
    102, 0.5
Cc1nc(C(=O)NCC(=O)c2ccccc2)c(C(F)(F)F)o1
    99, -0.5
CC1CN(C(=O)Nc2cccc(C(F)(F)F)c2)CC(C)O1 (configuration not stated)
    103, 0
CCCCOC(=O)Nc1ccc(I)cc1C
    102, 0.5
CCOCCCn1nnc2c(=O)[nH]c(C(=O)NCc3cccc(Cl)c3)nc21
    101, 0.3
CCOc1ccc(OCC)c(Nc2nc3ccccc3c3nnc(C)n23)c1
    105, -0.1
CCN(C(=O)c1sc2cc(OC)ccc2c1Cl)c1ccccc1
    105, 0.2
Cc1ccc(NC(=O)CN(C)S(=O)(=O)c2cccc3cccnc23)c(C)c1
    105, 0.1
CCOC(=O)C1=C(N)OC2=C(C(=O)CC(C)(C)C2)C1c1ccccc1 (configuration not stated)
    104, 0.7
CC1(C)CC(=O)C=C(NNc2ccccn2)C1
    101, 0.4

Among those listed so far, these contain a CF3 group.
Each structure is followed by: Polio RdRp inh, Polio RdRp inh FP z-score
Cc1nc(C(=O)NCC(=O)c2ccccc2)c(C(F)(F)F)o1
    99, -0.5
CC1CN(C(=O)Nc2cccc(C(F)(F)F)c2)CC(C)O1 (configuration not stated)
    103, 0

3 entries from above, sorted by SMILES length, lowest first:
Each structure is followed by: Polio RdRp inh, Polio RdRp inh FP z-score
CC1(C)CC(=O)C=C(NNc2ccccn2)C1
    101, 0.4
CCN(C(=O)c1sc2cc(OC)ccc2c1Cl)c1ccccc1
    105, 0.2
Cc1ccc(NC(=O)c2oc3ccc(S(=O)(=O)N4CCCC4)cc3c2C)cc1C
    100, -0.5

Other compounds
Each structure is followed by: Polio RdRp inh, Polio RdRp inh FP z-score
Nc1cc(N)nc(SCC(=O)N2CCc3ccccc32)n1
    102, 0.1
COC(=O)c1sc(SCCOC(=O)c2ccccc2Cl)c2c1CC(C)(C)CC2=O
    106, 0.3
CC(=O)N1CN(C(C)=O)CN(C(C)=O)C1
    100, 0.2
CCOc1ccc(C(=O)NC(C(=O)Nc2ccc(S(=O)(=O)N(C)C)cc2)C(C)C)cc1 (configuration not stated)
    102, 0
COc1cc(CN2CCN(C(=O)COc3ccccc3)CC2)cc(OC)c1OC
    101, 0
CCOc1ccc(CCNC(=O)c2cn(-c3cccc(OC)c3)c(=O)c3ccccc23)cc1
    111, 1.1
Cn1ncc(C(=O)N2CCN(c3ccc(F)cc3)CC2)c1C1CCN(C(=O)OC(C)(C)C)CC1
    108, 0.3
CC(C)(C)C(=O)OCOC(=O)[C@@H]1N2C(=O)[C@@H](N=CN3CCCCCC3)[C@H]2SC1(C)C
    98, -0.8
COc1ccc(C2CC(O)CC(c3ccc(OC)cc3)C23C(=O)NC(=O)NC3=O)cc1 (configuration not stated)
    107, 0.4
Cc1ccc(-c2nnn(CC(=O)NN)n2)cc1Cl
    103, 0.4
CC1(C)OC(=O)C(=Cc2ccc[nH]2)C(=O)O1
    103, 0
N#Cc1ccc(C#CCOC(=O)Nc2ccc(OC(F)(F)F)cc2)cc1
    103, -0.1
Cc1ccc(O)c(C2=Nc3ccccc3N=C(c3cccc(F)c3)C2)c1
    96, -1
C/C(=N\NC(N)=O)C1CC(Cc2ccccc2)C(=O)O1 (configuration not stated)
    101, -0.1
CCc1ccccc1N(CC)C(=O)Cn1nc(Cc2ccncc2)c2ccccc2c1=O
    102, -0.7
Cc1ccc(Cl)cc1N1CCN(C(=O)c2cccn3c(=O)c4cc(Cl)ccc4nc23)CC1
    103, -0.8
c1ccc(CSc2ncnc3c2nnn3Cc2ccccc2)cc1
    103, 0
O=C(Nc1ccc(Cl)cc1F)c1cnc2sc(N3CCOCC3)nn2c1=O
    112, 0.4
CC1Cc2cc(S(=O)(=O)CCC(=O)NCc3ccc(Cl)cc3)ccc2N1C(=O)C1CC1 (configuration not stated)
    108, 0.1
CCOc1ccc(S(=O)(=O)N2CCCC(C(=O)NC)C2)cc1Cl (configuration not stated)
    104, 1
[O-][n+]1onc2c1CCc1c-2nn(-c2ccc(Cl)cc2Cl)[n+]1[O-]
    101, -0.2
COc1ccc(-c2noc(CSc3nnc(C)n3-c3ccc(F)cc3)n2)cc1
    107, 0
CCOC(=O)N1CCN(Cc2cc(=O)oc3ccc(OC)cc23)CC1
    103, 0.1
COc1ccc(CCNC(=O)C(C)(C)C)cc1OC
    105, 0.2
Cc1cc(C(=O)CSc2nccn2Cc2ccccc2)c(C)n1C1CCS(=O)(=O)C1 (configuration not stated)
    106, 0.3
COc1ccc(C)cc1NS(=O)(=O)c1c(C(=O)N2CCC(C)CC2)c(C)n(C)c1C
    113, 1.6
CCOC(=O)c1oc2c(c1C)C(=O)CC(C)(C)C2
    102, -0.6
Cc1[nH]n(-c2ccccc2)c(=O)c1/C=N/NC(C)(C)C
    104, 0.2
CCCN(CCC)C(=O)c1cc2c(=O)n3cccc(C)c3nc2n1C
    107, 0.1
O=C(NCCN1C(=O)C2C3C=CC(C3)C2C1=O)N1CCCCC1 (configuration not stated)
    100, -0.4
CCc1ccc(C2=CC(c3ccc(SC)cc3)n3nnnc3N2)cc1 (configuration not stated)
    102, 0
CCC(C)C(NS(=O)(=O)c1ccc(Cl)c(C(=O)O)c1)C(=O)O (configuration not stated)
    98, -0.6
Cc1ccccc1Nc1nc(-c2cccc(Cl)c2)c2c(n1)-c1ccccc1OC2
    110, 0.1
Cc1ccc(C)c(-c2nnc(NC(=O)c3ccccc3S(C)(=O)=O)o2)c1
    99, -1.3
O=C1CCCN1C(=O)CSc1nnc2sc3ccccc3n12
    99, -0.6
Cc1nn2c(=O)cc(COC(=O)c3cccc(NC(=O)COc4ccccc4Cl)c3)nc2s1
    105, -0.3
CSc1ncc(Cl)c(C(=O)Oc2ccccc2Cl)n1
    104, 0.6
COc1ccccc1N(CC(N)=O)S(=O)(=O)c1ccccc1
    103, 0.4
COc1ccccc1C(=O)Nc1c(C(=O)Nc2cc(Cl)ccc2C)sc2nc(C)cc(C)c12
    98, -1.8
Cc1ccc(NC(=O)Cn2cc(S(=O)(=O)Cc3ccccc3)c3ccccc32)cc1C
    112, 1.4
Cc1cc(C)nc(N/N=C/C2=CCC3CC2C3(C)C)n1 (configuration not stated)
    99, -0.5
COC(=O)Cc1c(C)c2ccc3c(c2oc1=O)CN(Cc1ccc(C)cc1)CO3
    110, 0.7
Cc1nc(C)c(CCNS(=O)(=O)c2ccc(F)cc2)s1
    100, -1.9
CN(Cc1ccccc1)S(=O)(=O)c1nnc(NC(=O)c2ccccc2Cl)s1
    114, 1.4
Cc1cc(C)c(C(N)=O)c(=S)[nH]1
    104, 0.6
Cc1ccc(N(CC(=O)NCc2ccc(OC(C)C)cc2)S(=O)(=O)N(C)C)cc1
    112, 1.3
C/[N+]([O-])=C\c1ccc(F)cc1
    103, 0.1
CCN(CC)S(=O)(=O)c1ccc(N=Nc2c(O)c3ccccc3oc2=O)cc1
    100, 0
CC(C)(C)NC(=O)CSc1nnc(NC2=NS(=O)(=O)c3ccccc32)s1
    97, -1.8
Cc1cc(OCC(=O)Oc2ccc(-c3nnco3)cc2)ccc1C(C)C
    101, -0.1
Cc1c2cn[nH]c(=O)c2c(C)n1Cc1cccs1
    98, -0.8
NC(=O)NC1CCCCCCC1
    99, -0.7
Nc1ncnc2c1ncn2CCOc1ccccc1
    103, 0.4
COc1ccccc1NC(=O)Cc1noc(COC(=O)c2sc3ccccc3c2Cl)n1
    107, 0.6
COc1cc2c(cc1OC)CN(CC(=O)Nc1ccccc1C(=O)Nc1ccc3c(c1)OCO3)CC2
    105, 0.3
NC(=O)CSc1ncnc2c1nnn2Cc1ccc(F)cc1
    102, -0.6
NC(=O)CSc1cn(CCNC(=O)c2ccccc2)c2ccccc12
    101, 0
Cc1cc(Nc2nc3ccccc3c3nnc(C)n23)ccc1Br
    102, -0.1
CCC(CC)NC1CCCCC1OC (configuration not stated)
    99, -1
Cc1ccc(C(O)(C(=O)NN2CCOCC2)c2ccc(C)cc2)cc1
    102, 0.2

Additional compounds
Each structure is followed by: Polio RdRp inh, Polio RdRp inh FP z-score
CCc1nn(CC(=O)NCCOC)c(=O)c2cc3cc(F)ccc3n12
    107, 0.2
Cc1ccc(/C=C/c2onc(C)c2S(=O)(=O)N2CCC(C(=O)Nc3ccc(C)c(N(C)C)c3)CC2)cc1
    109, 0.6
Cc1cc(OCC(=O)N2CCN(CCc3ccncc3)CC2)ccc1Cl
    106, 0
O=c1cc(O)c2sc3nc4c(cc3c2[nH]1)CCCC4
    101, -0.6
CCc1ccc(NC(=O)C2CCN(c3cc(C)nc4c(-c5ccc(Cl)cc5)c(C)nn34)CC2)cc1
    110, 1.6
CCOC(=O)c1ccc(NC(=O)C2CCCN(c3cnccn3)C2)cc1 (configuration not stated)
    109, 0.5
COc1ccc2oc(C(=O)OCc3cc(=O)n4c(C)csc4n3)c(C)c2c1
    105, 0.4
COc1ccccc1N1CCN(S(=O)(=O)c2ccc(-c3cnc(C4CC4)o3)cc2)CC1
    113, 1.6
COC(=O)C1=C(C)C(c2ccc(OC)cc2)NC(=O)N1 (configuration not stated)
    105, 0.2
O=C(CCn1ccc2cc(S(=O)(=O)N3CCCC3)ccc21)NCc1ccccc1
    103, 0.1
Cc1ccc(-c2nc3cc(N=Cc4ccccc4O)ccc3o2)cc1
    100, -0.6
COc1cc(OC)c(NC(=O)N2CCc3cc(OC)c(OC)cc3C2CC(=O)O)cc1Cl (configuration not stated)
    104, -0.3
CNS(=O)(=O)c1cc(Cl)ccc1Sc1ccccc1C(=O)O
    104, 0.4
O=C(NCC1CCN(Cc2cccc(Cl)c2)CC1)c1cc2ccc3cccnc3c2[nH]1
    108, 0
CCOc1nnc(NS(=O)(=O)c2ccc(N=Cc3ccccc3O)cc2)s1
    101, 0

Single entries from the list.
Value of CCc1nn(CC(=O)NCCOC)c(=O)c2cc3cc(F)ccc3n12 in Polio RdRp inh: 107
Value of Cc1cc(OCC(=O)N2CCN(CCc3ccncc3)CC2)ccc1Cl in Polio RdRp inh: 106
Value of O=C(NCC1CCN(Cc2cccc(Cl)c2)CC1)c1cc2ccc3cccnc3c2[nH]1 in Polio RdRp inh: 108
Value of O=C(CCn1ccc2cc(S(=O)(=O)N3CCCC3)ccc21)NCc1ccccc1 in Polio RdRp inh FP z-score: 0.1

Other records follow:
Each structure is followed by: Polio RdRp inh, Polio RdRp inh FP z-score
CC1=Nc2ccccc2N=C(N)C1c1ccc(Cl)cc1 (configuration not stated)
    101, -0.2
C[N+]1(C)CC(=O)OC(CO)C1 (configuration not stated)
    102, 0
CCOC(=O)c1sc(N)c(C#N)c1COC(=O)C1CC(=O)N(c2ccccc2OC)C1 (configuration not stated)
    45, -8.6
O=[N+]([O-])c1cc(-c2nc(-c3ccccc3)no2)ccc1NCc1cccnc1
    105, -0.5
Cc1ccc(OCc2nc(-c3ccc(C(=O)N4CCN(c5ccccc5F)CC4)cc3)oc2C)cc1
    104, -0.5
COc1cc(OC)c(NC(=O)N2CCc3c(sc4c3CCCC4)C2c2ccccc2)cc1Cl (configuration not stated)
    100, -0.9
Cn1c(C(=O)NCc2ccc3c(c2)OCO3)cc2sccc21
    99, -0.8
COc1cc2c(cc1OC)C(C)N(C(=O)c1nccnc1C(=O)O)CC2 (configuration not stated)
    103, 0.4
CC1(C)C2CC=C(/C=N/NC(N)=O)C1C2 (configuration not stated)
    104, 0.1
COC(=O)c1ccc(CSc2nc3c([nH]c4ccccc43)c(=O)n2-c2ccc(OC)cc2)o1
    98, -2.2
O=C(CCS(=O)(=O)c1ccc2c(c1)NC(=O)CS2)NCc1ccccc1
    102, -0.1
CC12CC3CC(C)(C1)CC(C(=O)NC1=NCCS1)(C3)C2
    100, 0.1
CC1=CC(C)C(C(=O)O)C(C(=O)O)C1 (configuration not stated)
    102, 0.1
CCC(NC(=O)c1ccc(S(=O)(=O)N2CCOCC2)cc1)C12CC3CC(CC(C3)C1)C2 (configuration not stated)
    102, -0.1
O=C(Cc1ccccc1)NCc1ccncc1
    110, 0.6
Cc1cc(C)c2oc(-c3cccc(NC(=O)c4ccc(-c5cccc([N+](=O)[O-])c5)o4)c3)nc2c1
    107, 0.3
Cc1cccc(NC(=O)NCc2ccc3c(c2)cc(C)n3C)c1
    102, 0.8
C=CCNc1nc(N)sc1C#N
    105, 0.9
O=C(COc1ncnc2ccccc12)Nc1ccc(N2CCCCC2)cc1
    100, -0.2
O=C(NCCCN1CCCC1=O)c1ccc(CNS(=O)(=O)c2ccc(F)cc2)cc1
    100, -0.3
O=C(CN1CCN(CCN=Cc2c(O)[nH]c(=O)[nH]c2=O)CC1)Nc1ccc(Br)cc1
    100, -0.1
O=C1CCN(C(=O)/C=C/c2ccccc2)c2ccccc21
    99, -1
Cc1cc(C)n2ncnc2n1
    98, -0.4
Cc1cc(C)n(-c2ccc(C(=O)Nc3nc4ccccc4s3)cc2)n1
    107, 2
c1coc(CNCC2OCCCCO2)c1
    103, 0.5
